Compound activity: PubChem BioAssay, several laboratories
AHR activator = activators of human aryl hydrocarbon receptor | AHR-responsive luciferase reporter cells, luminescence | activation, % at 5 µM | hit rate 2.5% among 320,000 | AID 2796; in the data active means activation above about 47%;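 further: 0% = vehicle wells and 100% = reference agonist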
Target sequence (P35869 whole entry, looked up): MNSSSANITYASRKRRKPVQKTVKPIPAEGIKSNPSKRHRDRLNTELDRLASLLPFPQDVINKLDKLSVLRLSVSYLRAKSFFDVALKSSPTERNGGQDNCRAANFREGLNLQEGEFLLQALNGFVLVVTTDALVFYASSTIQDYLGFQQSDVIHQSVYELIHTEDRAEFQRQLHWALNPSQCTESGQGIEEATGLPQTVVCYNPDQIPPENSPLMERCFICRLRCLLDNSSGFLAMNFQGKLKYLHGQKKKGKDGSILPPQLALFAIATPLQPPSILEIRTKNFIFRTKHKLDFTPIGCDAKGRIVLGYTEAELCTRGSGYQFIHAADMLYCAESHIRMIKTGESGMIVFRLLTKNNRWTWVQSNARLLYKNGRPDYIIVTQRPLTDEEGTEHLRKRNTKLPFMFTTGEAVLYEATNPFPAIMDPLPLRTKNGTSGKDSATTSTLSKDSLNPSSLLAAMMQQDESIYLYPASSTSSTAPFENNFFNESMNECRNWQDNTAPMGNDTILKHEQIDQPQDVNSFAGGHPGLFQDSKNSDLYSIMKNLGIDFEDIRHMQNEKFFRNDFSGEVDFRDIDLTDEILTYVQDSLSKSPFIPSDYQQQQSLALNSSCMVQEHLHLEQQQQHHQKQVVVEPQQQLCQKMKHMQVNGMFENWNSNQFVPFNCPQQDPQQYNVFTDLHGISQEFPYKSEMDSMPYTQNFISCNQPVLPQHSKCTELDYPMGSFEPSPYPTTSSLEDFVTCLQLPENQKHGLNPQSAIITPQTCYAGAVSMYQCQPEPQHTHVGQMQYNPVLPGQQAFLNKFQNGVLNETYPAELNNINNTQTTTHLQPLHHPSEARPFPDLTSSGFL
proCasp3 act = procaspase-3 (human) activation | P42574 | recombinant procaspase-3 D3A, Ac-DEVD-pNA absorbance 405 nm | activation, % at 8.5 µM | hit rate 0.11% among 330,000 | AID 463141;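 active means activation above the mean of all tested compounds plus 3 SD, cut at about 21% in these data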;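 further: 0% = DMSO alone and 100% = DMSO wells spiked with extra 5 µM PC-3 D3A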
Target sequence (P42574 whole entry D9A/D28A/D175A): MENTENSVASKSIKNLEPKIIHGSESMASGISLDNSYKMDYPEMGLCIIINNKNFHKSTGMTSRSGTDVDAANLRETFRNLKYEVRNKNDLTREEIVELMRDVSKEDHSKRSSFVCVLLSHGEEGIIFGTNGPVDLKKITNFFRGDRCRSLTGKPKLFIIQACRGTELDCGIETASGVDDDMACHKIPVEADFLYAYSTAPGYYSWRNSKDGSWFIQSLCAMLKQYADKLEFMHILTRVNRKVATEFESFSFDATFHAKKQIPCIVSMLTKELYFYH
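Test system: Procaspase-3 D3A mutant; medium: Zinc-free HEPES/NaCl buffer with 0.01% Triton X-100 at pH 7.4; reagent: DEVD-pNA substrate; doses: one concentration, 8.5 µM nominal, 0.8% DMSO; times: 1 h preincubation plus 2 h reaction at 25 °C; signal: Epi-absorbance at 405 nm of released p-nitroaniline, 0 and 120 min; replicates: singlicate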
AGP1 TOR yeast = yeast TOR pathway AGP1-GFP modulation | S. cerevisiae AGP1-GFP multiplex flow cytometry, 3 h; GFP as percent of DMSO wells | GFP response vs DMSO, % at 10 µM | hit rate 0.02% among 320,000 | AID 2066;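 active means GFP response relative to DMSO above a set limit, near screen average plus 3 SD, cut at about 150% in these data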;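 further: median GFP channel fluorescence of the gated AGP1 strain per well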
LAP4 TOR yeast = modulators of TOR pathway LAP4-GFP in S. cerevisiae | S. cerevisiae LAP4-GFP multiplex, flow cytometry GFP, 3 h; median GFP as percent of DMSO wells | GFP response vs DMSO, % at 10 µM | hit rate 0.34% among 320,000;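 active means GFP response vs DMSO above a set limit, about the screen mean plus 3 SD, cut at about 150% in these data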
procasp7 counter = counter-screen: procaspase-7 (human) activation; P55210; recombinant procaspase-7, Ac-DEVD-pNA absorbance 405 nm; D23A/D198A/D206A triple mutant, cannot self-cleave; scale: DMSO 0, 5 µM enzyme 100; activation, % at 8.5 µM; hit rate 0.093% among 330,000;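 active means percent activation above the screen-wide mean plus 3 SD, cut at about 25% in these data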
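Replicates: singlicate. Assay system: Procaspase-7 triple mutant (PC-7 D3A). Signal: 405 nm absorbance of p-nitroaniline. Times: 1 h preincubation, 2 h reaction. Buffer or medium: Zinc-free HEPES pH 7.4 with 300 mM NaCl, 0.01% Triton X-100. Also added: DEVD-pNA substrate. Benchmarks: DMSO wells as 0%, DMSO with 5 µM added PC-7 as 100%.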
RPL19A-GFP yeast = yeast TOR pathway RPL19A-GFP modulation | S. cerevisiae RPL19A-GFP strain, flow cytometry, 3 h; active compounds read low | percent response vs DMSO, % at 10 µM | hit rate 0.3% among 330,000;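 active means percent response vs DMSO below 50%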;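 further: median channel GFP fluorescence of the barcoded RPL19A-GFP strain; ratio of sample median GFP to plate DMSO average so 100% = DMSO; lower means less RPL19A-GFP as with rapamycin TOR inhibition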
CIT2-GFP yeast = modulators of TOR pathway CIT2-GFP in S. cerevisiae | S. cerevisiae CIT2-GFP strain, flow cytometry, 3 h; 100 means same as DMSO wells | GFP response vs DMSO, % at 10 µM | hit rate 0.065% among 320,000;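 active means GFP response relative to DMSO above a set limit, near the screen mean plus 3 SD, cut at about 150% in these data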;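 further: ratio of well median GFP fluorescence to mean of DMSO wells on the plate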
MEP2 TOR yeast = modulators of TOR pathway MEP2-GFP in S. cerevisiae; S. cerevisiae MEP2-GFP strain, flow cytometry GFP, 3 h; 100% = DMSO control level; GFP response vs DMSO, % at 10 µM; hit rate 0.51% among 330,000; AID 2016;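 active means GFP response versus DMSO above a set limit, roughly screen mean plus 3 SD, cut at about 180% in these data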;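 further: median GFP fluorescence of the barcode-gated MEP2-GFP cells per well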
Active calls of the source: *; / = not tested or not shown. Rows are unselected, and some 3.5% of all compounds hit somewhere here.

SMILES | AHR activator | proCasp3 act | AGP1 TOR yeast | LAP4 TOR yeast | procasp7 counter | RPL19A-GFP yeast | CIT2-GFP yeast | MEP2 TOR yeast
CCCNC(=O)c1csc2c1CCCCC2 | 0 | 6 | 97 | 93 | -2 | 96 | 95 | 99
O=C(CCNC(=O)c1ccc([N+](=O)[O-])cc1)Nc1ccc(Cl)c(S(=O)(=O)N2CCOCC2)c1 | 0 | 12 | 98 | 106 | 10 | 98 | 97 | 98
O=C(NC(=O)c1ccccc1)Nc1cccc(S(=O)(=O)N2CCCCC2)c1 | -1 | 12 | 98 | 93 | 1 | 102 | 104 | 110
CN(C)C=NC(=O)c1cc(C(=O)c2ccc(Cl)cc2Cl)c[nH]1 | 2 | -1 | 99 | 94 | -4 | 94 | 90 | 92
Cc1ccc(S(=O)(=O)CCC(=O)N(C)c2c(N)n(Cc3ccccc3)c(=O)[nH]c2=O)cc1 | 1 | 3 | 105 | 102 | -8 | 111 | 105 | 112
Cc1nc(NC(=O)c2ccccc2)sc1-c1csc(N)n1 | -1 | 6 | / | 101 | -8 | 95 | 92 | 97
OCCNc1ncnc2c1cnn2Cc1ccccc1 | / | / | 99 | 96 | / | 106 | 100 | 109
COc1ccc(NC(C)=O)cc1C | 1 | 7 | 103 | 95 | 6 | 104 | 99 | 102
COc1ccc(COC(=O)c2sc3nc4n(c(=O)c3c2C)CCC4)cc1 | 3 | -4 | 98 | 107 | 3 | 97 | 92 | 106
CC(=O)Nc1cc(NC(C)=O)cc(C(=O)N2CCCC3CCCCC32)c1 (configuration not stated) | 0 | -6 | 98 | 98 | 2 | 99 | 97 | 102
Nc1c(C(=O)NCc2ccc3c(c2)OCO3)c2nc3ccccc3nc2n1CCCN1CCOCC1 | -1 | 1 | 89 | 94 | -17 | 94 | 92 | 101
O=C(CCS(=O)(=O)c1ccccc1)NNC(=O)COc1ccc(F)cc1 | 2 | 12 | 97 | 99 | 3 | 99 | 124 | 110
NC(=O)c1nsc(C(=O)N(Cc2cccnc2)C(C(=O)NCc2ccccc2)c2ccc(O)cc2)c1N (configuration not stated) | -1 | 0 | 99 | 98 | -4 | 103 | 94 | 103
COc1ccc(OC)c(CCNC(=O)CCCc2nnc3n(C)c(=O)c4sccc4n23)c1 | -3 | 7 | 109 | 98 | 3 | 112 | 106 | 109
C[C@H]1COC2=C1C(=O)C(=O)c1c2ccc2c1CCCC2(C)C | 6 | 7 | 98 | 124 | -9 | 97 | 96 | 107
Cc1cccc(OCCC(=O)OC(C)C(=O)Nc2ccc(Cl)cn2)c1 (configuration not stated) | 0 | -7 | 107 | 113 | 6 | 98 | 91 | 104
Cc1ccc(CN2CCN(/N=C/c3ccc(C(=O)O)cc3)CC2)cc1 | -1 | 12 | 97 | 98 | 3 | 99 | 104 | 113
O=C(NCc1cccnc1)c1ccc(Cn2c(=S)[nH]c3ccc(Br)cc3c2=O)cc1 | 9 | 14 | 94 | 89 | 4 | 100 | 96 | 93
Cc1ccc(C)c(-c2nnc(NC(=O)CS(=O)(=O)c3ccccc3)o2)c1 | -1 | 5 | 106 | 107 | -2 | 98 | 98 | 94
Cc1ccc(-c2nc3cnccn3c2Nc2ccccc2)o1 | 5 | -16 | 99 | 119 | -27 | 96 | 95 | 93
O=C(Nc1nc(-c2ccccc2)cs1)c1cccc([N+](=O)[O-])c1 | -11 | -4 | 103 | 93 | 5 | 98 | 94 | 99
Cc1ccc2nc3n(c(=O)c2c1)-c1ccc(Cl)cc1C(=O)NC3Cc1ccccc1 (configuration not stated) | 2 | 8 | 98 | 95 | 11 | 93 | 98 | 90
CS(=O)(=O)c1ccc(Cl)c(NC(=O)COC(=O)c2ccc(-n3cnnn3)cc2)c1 | 10 | 0 | 110 | 112 | 6 | 106 | 98 | 106
CNC(=O)C1CC(=O)N/C(=N/N=C(\C)c2cccs2)S1 (configuration not stated) | 13 | -1 | 102 | 100 | 9 | 102 | 94 | 101
Cc1ccc2c(CC(=O)NCCc3ccc(S(N)(=O)=O)cc3)coc2c1 | 0 | 0 | 106 | 107 | 3 | 98 | 106 | 103
COc1ccccc1-c1c(C)nn2c(N3CCN(Cc4ccccc4)CC3)cc(C)nc12 | 1 | 6 | 102 | 93 | 1 | 101 | 94 | 100
O=C(Cn1ccn(-c2ccc(F)c(F)c2)c(=O)c1=O)NCCc1ccccc1 | 6 | 2 | 100 | 98 | 1 | 100 | 98 | 103
Cc1cc(/C=N/NC(=O)c2cccs2)c(C)n1-c1ccccc1 | 2 | 11 | 101 | 103 | -4 | 100 | 92 | 104
CCN(CC)CCN1C(=O)c2cccc3cc(N)cc(c23)C1=O | 17 | -11 | 101 | 96 | 5 | 103 | 108 | 106
COc1cccc(C(=O)NC2CC3CCCC(C2)N3Cc2ccc(C)cc2)c1 (configuration not stated) | 0 | 2 | 107 | 96 | -4 | 105 | 109 | 106
Cc1nc(SC(C)C)[nH]c(=O)c1Cc1ccccc1 | 1 | -1 | 98 | 101 | 3 | 98 | 99 | 106
Cc1cc(C)cc(NC(=O)N2CCCC2C(=O)Nc2ccc(-n3cnnn3)c(C)c2)c1 (configuration not stated) | 2 | 1 | 107 | 104 | -5 | 89 | 103 | 111
COc1cc(SC)ccc1C(=O)OCC(=O)N1CC(=O)Nc2ccccc21 | 14 | -8 | 100 | 94 | 0 | 99 | 107 | 107
C=CCn1c(=NC(=O)c2ccccc2[N+](=O)[O-])sc2cc(S(C)(=O)=O)ccc21 | 3 | -10 | 107 | 121 | 3 | 93 | 98 | 111
CC(C)(C)c1cc(C(=O)N/N=C/c2cc3c(cc2Br)OCO3)n[nH]1 | 34 | 3 | 90 | 84 | 1 | 91 | 104 | 95
Cc1ccc(S(=O)(=O)N2CCN(S(=O)(=O)N3CCCCC3)CC2)cc1C | -4 | 10 | 104 | 96 | 4 | 103 | 103 | 100
O=C(Nc1cccnc1)c1sc2cccc(F)c2c1Cl | 9 | -1 | 91 | 110 | -4 | 105 | 88 | 103
C=CC[N+]1(CC#Cc2ccccc2)CCCC1 | -5 | -2 | 98 | 98 | 5 | 99 | 96 | 104
Cc1c(C(=O)N2CCN(CC(=O)Nc3ccccc3Cl)CC2)oc2ccc(Br)cc12 | 2 | 0 | 93 | 112 | -1 | 94 | 90 | 96
CC(C)(C)c1ccc(C(=O)Oc2ccccc2CCC(=O)O)cc1 | -1 | 2 | 78 | 104 | 3 | 92 | 77 | 95
N#CC1=C(N)Oc2cc(N)ccc2C1c1cc(Br)cs1 (configuration not stated) | / | / | 98 | 96 | / | 102 | 102 | 107
COc1ccc(N2CCN(C(=O)CNC(=O)Cn3c(C)cc4ccccc4c3=O)CC2)cc1 | 1 | 1 | 102 | 106 | -2 | 100 | 104 | 104
CCN1C(=O)C(C(=O)NC(C)c2ccccc2)C2CC1(C)Oc1ccccc12 (configuration not stated) | 3 | 6 | 23 | 87 | -1 | 102 | 68 | 112
CC(C)(C)c1ccc(NC(=O)N2CCCN(c3ccc([N+](=O)[O-])cn3)CC2)cc1 | -1 | -10 | 103 | 108 | 2 | 99 | 94 | 103
CCn1nnnc1SCC(=O)N1CCc2ccccc21 | 22 | -2 | 96 | 94 | 8 | 93 | 91 | 92
Cc1c(NC(=O)c2ccc(S(=O)(=O)N3CC(C)OC(C)C3)cc2)c(=O)n(-c2ccccc2)n1C (configuration not stated) | 0 | 3 | 99 | 94 | 2 | 105 | 96 | 103
CSCC[C@H](NC(=O)OC(C)(C)C)c1nnc(SCc2ccccc2)o1 | 9 | -10 | 96 | 96 | 4 | 98 | 91 | 93
COc1cc(OC)cc(C(=O)Nn2c(C)nc3ccccc3c2=O)c1 | 4 | -6 | 101 | 101 | -6 | 98 | 98 | 96
CC(=O)N1CCN(C(=O)C2(NC(=O)Nc3cccc(F)c3)CCCCC2)CC1 | -1 | 5 | 100 | 101 | 5 | 101 | 108 | 102
Cc1ccccc1S(=O)Cc1ccc(C(=O)N2CCN(C(=O)c3ccco3)CC2)o1 (configuration not stated) | 0 | -6 | 112 | 117 | 4 | 114 | 121 | 116
O=C(C1=C(O)C(=O)N(Cc2ccco2)C1c1cccnc1)c1cc2ccccc2o1 (configuration not stated) | 10 | -26 | 108 | 98 | -76 | 107 | 109 | 105
O=C(NCc1cccnc1)c1cc(C(=O)C2CC2)c[nH]1 | 20 | 4 | 93 | 92 | 4 | 87 | 96 | 100
O=C(O)Cn1c(SCCOc2ccccc2F)nc2ccccc21 | -3 | -2 | 102 | 104 | -2 | 101 | 99 | 103
CCc1cccc(C)c1NC(=O)CCCC(=O)O | -1 | 2 | 99 | 97 | -3 | 98 | 94 | 105
CN(Cc1ccccc1)S(=O)(=O)c1ccc(NC(=S)NC(=O)C2CCCCC2)cc1 | 1 | -4 | 108 | 102 | 4 | 113 | 111 | 89
O=C(Cn1c(=O)c2c3c(sc2n(Cc2ccccc2)c1=O)CCCC3)NCCO | 1 | 3 | 109 | 97 | 0 | 103 | 105 | 97
Cc1ccc(NC(=O)CSc2nnc(-c3cccs3)o2)cc1S(=O)(=O)N1CCCCC1 | 37 | -6 | 99 | 94 | 3 | 100 | 100 | 106
S=c1[nH]nc(COc2ccc(Cl)cc2)n1Cc1ccccc1 | -1 | -4 | 96 | 88 | -13 | 104 | 100 | 99
O=C(CCC(=O)c1cccs1)OCC(=O)c1ccc(Cl)s1 | -1 | -2 | 105 | 113 | -1 | 104 | 95 | 114
CS(=O)(=O)N(CC(=O)NCCC1=CCCCC1)C1CCCCC1 | -1 | -4 | 109 | 105 | 6 | 103 | 98 | 101
New compounds follow:
SMILES | AHR activator | proCasp3 act | AGP1 TOR yeast | LAP4 TOR yeast | procasp7 counter | RPL19A-GFP yeast | CIT2-GFP yeast | MEP2 TOR yeast
CCCC1NC(C(=O)O)Cc2c1[nH]c1ccccc21 (configuration not stated) | / | / | 102 | 100 | / | 105 | 104 | 107
O=C(NCCc1csc(-c2cccnc2)n1)c1ccccc1Br | 11 | -8 | 108 | 110 | -4 | 100 | 105 | 101
CCn1cc(CN2CCC(n3nccc3NC(=O)c3cccc(F)c3)CC2)c(C)n1 | 5 | 0 | 96 | 83 | 1 | 112 | / | 93
O=C(Nc1ccccc1F)Nc1cccnc1Cl | 3 | 0 | 90 | 100 | 11 | 90 | 83 | 96

Full records, quoted from the list.
Entry for `CS(=O)(=O)N(CC(=O)NCCC1=CCCCC1)C1CCCCC1` = AHR activator: -1; proCasp3 act: -4; AGP1 TOR yeast: 109; LAP4 TOR yeast: 105; procasp7 counter: 6; RPL19A-GFP yeast: 103; CIT2-GFP yeast: 98; MEP2 TOR yeast: 101
Entry for `CC(C)(C)c1ccc(C(=O)Oc2ccccc2CCC(=O)O)cc1` = AHR activator: -1; proCasp3 act: 2; AGP1 TOR yeast: 78; LAP4 TOR yeast: 104; procasp7 counter: 3; RPL19A-GFP yeast: 92; CIT2-GFP yeast: 77; MEP2 TOR yeast: 95
Entry for `CC(=O)Nc1cc(NC(C)=O)cc(C(=O)N2CCCC3CCCCC32)c1` (configuration not stated) = AHR activator: 0; proCasp3 act: -6; AGP1 TOR yeast: 98; LAP4 TOR yeast: 98; procasp7 counter: 2; RPL19A-GFP yeast: 99; CIT2-GFP yeast: 97; MEP2 TOR yeast: 102
